Compound activity (PubChem)
inhibitors of VEEV: inhibitors of VEEV TC-83 cytopathic effect, confirmation, Vero cells (AID 588727) | Vero cells, VEEV TC-83 cytopathic effect inhibition; higher % means a stronger effect | inhibition, % at 20 µM, or IC50 in µM where a hit was titrated | 0.13% of 350,000 active; in the data active means a potency from the dose series; inconclusive means inhibition mostly from about 14% at the one dose, without a potency; inactive means the rest, 99 in 100 with inhibition below about 12%; further: strong numbers were not always called active
tuberculosis growth: growth inhibition of non-replicating M. tuberculosis (AID 488890); one-dose inhibition, % at 25 µM; IC50 in µM for titrated hits; Mycobacterium tuberculosis non-replicating, growth inhibition; higher % means a stronger effect; 0.39% of 320,000 active; in the data active means a potency from the dose series; inconclusive means inhibition mostly from about 82% at the one dose, without a potency; inactive means the rest, 99 in 100 with inhibition below about 76%;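 further: plate controls were DMSO cells for no effect and high antibiotic wells for full effect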
H37Rv inhibition: M. tuberculosis growth inhibition, HTS (AID 449762); M. tuberculosis H37Rv growth inhibition, 7H9 media; higher % means a stronger effect; 0.59% of 330,000 active; one-dose inhibition, % at 25 µM; IC50 in µM for titrated hits; in the data active means a potency from the dose series; inconclusive means inhibition above about 70% without an active follow-up result;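 further: bacterial growth assessed after seven days of incubation; strong numbers were not always called active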
H1N1 NS1A inhibition: H1N1 influenza NS1A inhibitors, functional cell based assay (AID 504329); one-dose inhibition, % at 12.5 µM; IC50 in µM for titrated hits; NS1A functional cell-based assay, percent inhibition; higher % means a stronger effect; 0.3% of 340,000 active; in the data active means a potency from the dose series; inconclusive means inhibition above about 27% without an active follow-up result; further: strong numbers were not always called active
PhoP GFP inhibition: PhoP regulon inhibitors, Salmonella typhi PhoP promoter GFP reporter, confirmatory (AID 1850); Salmonella Typhi PhoP-promoter GFP reporter, fluorescence, 4 h; higher % means a stronger effect; one-dose inhibition, % at 50 µM; IC50 in µM for titrated hits; 0.33% of 310,000 active; in the data active means a potency from the dose series; inconclusive means inhibition mostly from about 25% at the one dose, without a potency; inactive means the rest, 99 in 100 with inhibition below about 19%;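 further: 0% = induced wells with vehicle and 100% = uninduced wells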
* marks the source's active call; other numbers are inactive results; i = inactive; ? = inconclusive; · = not tested or not shown. The order is random, and some 1.5% of all compounds hit somewhere here.

Results follow in this order: inhibitors of VEEV, tuberculosis growth, H37Rv inhibition, H1N1 NS1A inhibition, PhoP GFP inhibition
- O=S(=O)(NC1CCCCC1)c1ccc(Br)cc1
    3.4%, 58%, 4%, -90%, -3%
- C=CCN(CC=C)C(=S)NC(=O)c1ccc(-c2ccccc2)cc1
    3.2%, ?, 11µM*, -19%, 7%
- CCCn1c(C(C)Nc2nc(-c3ccc(C)cc3)cs2)nc2cc(Cl)c(N3CCCCC3)cc21 (centres undefined)
    i, 15%, 44%, 2%, -6%
- C/C(CC(=O)Nc1cc(C)ccn1)=N\NC(=O)c1ccccc1C
    1.3%, 11%, -5%, 2%, 10%
- O=C(C1CCN(S(=O)(=O)c2ccccc2F)CC1)N1CCc2ccccc21
    4.9%, 4%, -5%, -20%, ·
- O=c1[nH]c2ccccc2cc1-c1nnn(-c2ccc(F)cc2)n1
    4.9%, -17%, -4%, 10%, 6%
- O=[n+]1c2c(n([O-])c3cc(F)c(N4CCCC4)cc31)CCC2
    0.2%, 3%, 6%, 3%, -40%
- COc1cc(/C=N/NC(=O)c2cc[n+]([O-])cc2)ccc1O
    0.7%, 36%, -20%, 25%, 9%
- CCOC(=O)c1c(NC(=O)Cn2cc([N+](=O)[O-])cn2)sc2c1CCC2
    0.3%, -8%, -5%, -3%, -8%
- COC(=O)C1=C(N)Oc2cc(C)n(CC3CCCO3)c(=O)c2C1c1ccccc1OC (centres undefined)
    1.2%, -12%, 2%, -6%, 4%
- CCOC(=O)c1cc(C(=O)NNC(=O)c2cccc([N+](=O)[O-])c2)c(C)nc1C
    2.1%, ·, ·, -4%, ·
- CC(C)NC(=O)N(C)C[C@H]1Oc2c(cccc2N(C)C)C(=O)N([C@H](C)CO)C[C@@H]1C
    0.3%, 2%, 1%, -3%, ·
- O=C(COC(=O)CCC(=O)c1cccs1)NCCc1ccccc1
    2.0%, 20%, -5%, 4%, ·
- Cc1ccc(S(=O)(=O)N2CCC(C(=O)NCCc3ccccn3)CC2)cc1
    1.1%, -10%, -6%, 8%, 12%
- COc1ccc(CN2CCNC(=O)C2CC(=O)NCc2cn[nH]c2-c2ccccc2)c(F)c1 (centres undefined)
    1.2%, 17%, 9%, 3%, 2%
- Oc1ccccc1C=NC(c1ccccc1)C(O)c1ccccc1 (centres undefined)
    i, -5%, -2%, -2%, -7%
- CN(C)c1nc(N)nc(Cn2nnc(-c3ccc(C(F)(F)F)cc3)n2)n1
    1.6%, -15%, -5%, 8%, 3%
- CC(C)CCn1c(=O)c(C(=O)Nc2ccccc2S(N)(=O)=O)c(O)c2ccccc21
    9.9%, 17%, -2%, -3%, -4%
- Cc1cc(CNC(=O)COc2ccc(C#N)cc2)c2ccccc2n1
    i, 31%, 2%, -3%, 0%
- Cc1ccccc1N=C1C(=O)Nc2ccccc21
    1.0%, ·, ·, -18%, ·
- COC(=O)c1oc2ccccc2c1-n1cccc1
    i, 12%, 4%, -10%, 5%
- O=C1CCC(C(=O)N2CCN(c3ccccc3Cl)CC2)CN1CC1CCCCC1 (centres undefined)
    0.7%, 12%, 10%, 16%, -12%
- CC(C(=O)Nc1ccc2c(c1)OCO2)N1CCC(N2CCCCC2)CC1 (centres undefined)
    1.7%, -7%, -4%, -5%, ·
- CCc1nc2ccccc2c(=O)n1-c1ccccc1OC
    i, -10%, -12%, -10%, -3%
- O=C(NCCNC(=O)c1cc(OCC(F)(F)F)ccc1OCC(F)(F)F)Nc1ccc(OC(F)(F)F)cc1
    1.2%, 8%, -8%, 1%, -4%
- Cc1cc(C)cc(NC(=O)CCN2C(=O)c3ccccc3S2(=O)=O)c1
    0.9%, -16%, -8%, 4%, 2%
- CC(C)N1CCN(Cc2c[nH]c3ccccc23)CC1CCO (centres undefined)
    i, 5%, -3%, 3%, -5%
- Cc1ccc(C)c(C2(O)CC(C)N(C)CC2C)c1 (centres undefined)
    i, 26%, 4%, 0%, -7%
- Cc1nnc(Cl)c2nn(-c3ccccc3F)c(C)c12
    1.3%, 5%, -2%, -3%, -5%
- Cc1ccc(S(=O)(=O)Cn2nnnc2C(CC(C)C)N2CCC(C(N)=O)CC2)cc1 (centres undefined)
    1.8%, 8%, 4%, 3%, -8%
- Cc1c(C(=O)Nc2ccc(-c3nnc4n3CCCCC4)cc2)oc2c1ccc1ccccc12
    0.4%, 20%, -2%, 17%, -4%
- COc1cc2c(cc1OC)[C@@H](NC(=O)C(C)C)[C@H](OCc1ccccc1)C2
    0.3%, ·, ·, -8%, ·
- CCn1c(-c2cccnc2Cl)nc2cc(C)c(C)cc21
    0.5%, ?, 5%, -7%, -6%
- COc1cccc(-c2cc(C(=O)NCC3CCCO3)c3cc(C)cc(C)c3n2)c1 (centres undefined)
    8.5%, 4%, 70%, -11%, -9%
- Cc1ccc(S(=O)(=O)N2CCC(C(=O)N3CCCC3C(=O)N[C@@H](CC(C)C)C(=O)NCC(N)=O)CC2)cc1 (some centres undefined)
    0.4%, 2%, -11%, 3%, 7%
- CN(C)C=Nc1ccccc1C1C=NNC1=O (centres undefined)
    ·, -8%, -4%, ·, -6%
- COCCN(C(=O)Nc1ccc(F)cc1F)c1nc2ccccc2s1
    i, 11%, -1%, 2%, -1%
- O=C(CSc1ncccn1)N1CCN(C(c2ccccc2)c2ccccc2)CC1
    0.7%, 13%, -15%, 1%, 14%
- O=C(c1cccc(F)c1)N1CCN(C(=O)c2nn3cccnc3c2Cl)CC1
    0.1%, -11%, -9%, 0%, -1%
- CCS(=O)(=O)NCC(c1ccco1)N1CCN(c2ccc(F)cc2)CC1 (centres undefined)
    i, -4%, -1%, 0%, 1%
- COc1ccccc1Cn1c(CO)nc2ccccc21
    0.4%, 22%, 0%, -11%, 16%
- COc1ccc(C(=O)NCCCn2nc(C)cc2C)cc1S(=O)(=O)N1CCOCC1
    0.2%, ·, ·, -14%, ·
- Cc1[nH]n(-c2ccccc2)c(=O)c1/C=N/NC(=O)c1ccc(O)cc1O
    2.4%, -3%, 6%, 3.1µM*, 5%
- Cc1ccc(OCCN(C)C(=O)C2CCC(=O)N(Cc3ccccc3F)C2)cc1 (centres undefined)
    0.1%, 0%, 2%, -4%, 11%
- CCCN(C(=O)COC(=O)c1nc2nccc(C)n2n1)C1CCS(=O)(=O)C1 (centres undefined)
    0.4%, ·, ·, -4%, ·
- COc1ccccc1-n1c(O)c(C=NCc2ccc3c(c2)OCO3)c(=O)[nH]c1=O
    1.0%, -11%, 4%, 9%, 4%
- Cc1c(Cl)cccc1N=Cc1ccc([N+](=O)[O-])s1
    i, ?, ?, 7%, -1%
- O=C(Nc1ccccc1Cc1ccccc1)c1oc2ccccc2c1COc1ccccc1
    1.1%, 5%, 10%, -9%, -1%
- Nc1cc(C2CCCC2)nn1-c1ccccc1
    3.2%, 11%, -3%, -6%, 7%
- COc1cccc(C2c3c(oc4ccccc4c3=O)C(=O)N2CCCN2CCOCC2)c1 (centres undefined)
    i, 7%, 3%, 1%, 4%
- COc1ccc(CCNC(=O)CSc2nnc(-c3ccco3)c(-c3ccco3)n2)cc1OC
    ·, 3%, -1%, ·, 4%
- COC(=O)c1nnn(-c2nonc2N)c1CN1CCc2ccccc21
    1.8%, -3%, 1%, -4%, -5%
- O=P1(N(CCCl)CCCl)NCCCO1 (centres undefined)
    i, 6%, 1%, -7%, 7%
- O=C(CCc1ccc(S(=O)(=O)N2CCOCC2)cc1)N1CCN(Cc2ccc3c(c2)OCO3)CC1
    5.8%, 38%, -2%, -7%, 0%
- CCn1c(CSc2nc3ccccc3s2)nc2ccccc21
    7.2%, 62%, 9%, 4%, -8%
- COCCN1C(=O)c2[nH]nc(-c3ccccc3O)c2C1c1ccc(OC)cc1 (centres undefined)
    1.3%, 6%, -3%, -9%, -2%
- C[C@@H](CN1C(=O)C(=O)NC[C@@H]1Cc1ccc(O)cc1)NC(=O)Cc1ccccc1
    i, 8%, -2%, -2%, -1%
- CC1(C)SC2c3ccccc3C(=O)N2[C@@H]1C(=O)O (some centres undefined)
    0.1%, -2%, 0%, -9%, -2%
- CC(O)CNC(=O)Cc1cc(=O)[nH]c(=O)[nH]1 (centres undefined)
    0.2%, -4%, -2%, -8%, -4%
- COc1cc(NC(=O)c2cc(S(=O)(=O)N3CCc4ccccc43)cn2C)cc(OC)c1OC
    2.1%, 7%, 2%, 3%, 0%

Sorted by number of heavy atoms (highest first): part of the list above
Results follow in this order: inhibitors of VEEV, tuberculosis growth, H37Rv inhibition, H1N1 NS1A inhibition, PhoP GFP inhibition
- COc1ccc(C(=O)NCCCn2nc(C)cc2C)cc1S(=O)(=O)N1CCOCC1
    0.2%, ·, ·, -14%, ·
- COCCN1C(=O)c2[nH]nc(-c3ccccc3O)c2C1c1ccc(OC)cc1 (centres undefined)
    1.3%, 6%, -3%, -9%, -2%
- Cc1c(Cl)cccc1N=Cc1ccc([N+](=O)[O-])s1
    i, ?, ?, 7%, -1%

More results
Results follow in this order: inhibitors of VEEV, tuberculosis growth, H37Rv inhibition, H1N1 NS1A inhibition, PhoP GFP inhibition
- O=C(Nc1cccc(NC(=O)c2cccs2)c1)c1ccc(F)cc1
    6.3%, -6%, -3%, -19%, -5%
- O=C(COC(=O)CNC(=O)c1ccccc1F)Nc1ccc2c(c1)OCCO2
    2.3%, -20%, -2%, -1%, -12%
- COC(=O)c1cccc(-n2c(C)cc(C=O)c2C)c1
    3.8%, 44%, 6%, -11%, -1%
- CCn1c(C(=O)NCCCN2CCc3ccccc3C2)cc2sccc21
    i, 37%, 3%, 6%, -1%
- COc1ccccc1CNC(=O)c1cccc(S(=O)(=O)N2CCN(C)CC2)c1
    0.6%, -10%, -6%, 10%, 3%
- O=C(NC1CC1)c1ccc2c(c1)N(Cc1ccc(Cl)cc1)CCS2
    5.4%, 10%, 5%, -7%, 7%
- CCc1nc2ccccc2n1CC(C)C(=O)O (centres undefined)
    0.4%, 1%, 61%, -8%, 5%
- Cc1ccnc(SCCn2c(N3CCN(c4ccccc4)CC3)nc3c2c(=O)[nH]c(=O)n3C)n1
    6.7%, 7%, -3%, -4%, -6%
- N#Cc1ccc(N2CCN(C(=O)c3cccc(F)c3)CC2)c(F)c1
    1.0%, 21%, -1%, 3%, -2%
- O=C(NCCCN1CCCC1=O)c1nnc(Cc2c(F)cccc2Cl)o1
    i, 3%, -5%, 0%, -5%
- O=C(N/N=C/c1ccc(N2CCOCC2)cc1)c1ccccn1
    2.6%, 68%, ?, 14%, 1%
- CC1CCc2c(sc(NC(=O)CSc3ncn[nH]3)c2C#N)C1 (centres undefined)
    2.5%, 18%, 51%, -12%, -3%
- CCc1nc(SCc2ccc(F)cc2)n[nH]1
    i, 11%, 11%, -9%, 19%
- CO[C@H]1/C=C/O[C@@]2(C)Oc3c(C)c(O)c4c(O)c(c(C=NN5CCN(C)CC5)c(O)c4c3C2=O)NC(=O)/C(C)=C\C=C\[C@H](C)[C@H](O)[C@@H](C)[C@@H](O)[C@@H](C)[C@H](OC(C)=O)[C@@H]1C
    1.8%, ?, ?, 4%, 9.7µM*
- CCc1nnc(NC(=O)CCC(=O)NC2CCCCCC2)s1
    i, -12%, -11%, 4%, -10%
- COc1ccc(NC(=O)COC(=O)c2ccc(OCc3c(C)noc3C)cc2)cc1OC
    0.5%, 64%, 21%, 1%, -7%
- C=C(C)CNC(=S)N1CCNC(=O)C1CC(=O)OC (centres undefined)
    i, -16%, 3%, -11%, -4%
- Cc1cc(NS(=O)(=O)c2c(C)[nH]c(=O)[nH]c2=O)ccc1Br
    1.7%, 4%, -6%, -1%, -6%
- O=C(/C=C/Nc1cccc(C(F)(F)F)c1)C(F)(F)F
    0.9%, -1%, -10%, -7%, 4%
- O=S(=O)(Nc1ccc(F)cc1)c1ccc(NC(=S)Nc2ccccc2)cc1
    4.7%, 74%, -1%, 5%, -3%
- O=C(Nc1cc(Cl)ccc1N1CCOCC1)c1ccncc1
    1.0%, -15%, 2%, -7%, ·
- COc1ccc(NC(=O)CN2CCN(S(=O)(=O)c3ccc(Cl)cc3)CC2)cc1Cl
    2.4%, 12%, 0%, 2%, -1%
- Oc1ccc(-c2cc(-c3ccc(O)cc3)nc(-c3ccccc3)n2)cc1
    ?, 16%, ?, 1%, -5%
- CC1=C(C)CC(C(=O)Nc2cccc(Cl)c2)C(C(=O)O)C1 (centres undefined)
    4.1%, 9%, -6%, 10%, -5%
- CCn1cc(C(=O)NCCC(C)C)c(=O)c2cc(F)c(N3CCN(C)CC3)cc21
    0.1%, 13%, -3%, 6%, 5%
- Cn1cc(C(=O)c2ccc(Cl)cc2Cl)cc1C(=O)N/N=C(\N)COc1ccc(Cl)cc1Cl
    1.3%, 2%, 0%, -10%, -4%
